Source: PubChem (several laboratories)
PDI turbidity: inhibitors of human protein disulfide isomerase. inhibition, % at 10 µM. 350,000 tested, 0.052% active. P07237. AID 588391. PDI insulin aggregation turbidity, A650, 90 min;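 active means mean inhibition across replicates of 30% or more, whatever share of single replicates reach that level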;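 further: absorbance from insulin aggregation driven by PDI reduction with DTT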
Target sequence (P07237 whole entry, looked up): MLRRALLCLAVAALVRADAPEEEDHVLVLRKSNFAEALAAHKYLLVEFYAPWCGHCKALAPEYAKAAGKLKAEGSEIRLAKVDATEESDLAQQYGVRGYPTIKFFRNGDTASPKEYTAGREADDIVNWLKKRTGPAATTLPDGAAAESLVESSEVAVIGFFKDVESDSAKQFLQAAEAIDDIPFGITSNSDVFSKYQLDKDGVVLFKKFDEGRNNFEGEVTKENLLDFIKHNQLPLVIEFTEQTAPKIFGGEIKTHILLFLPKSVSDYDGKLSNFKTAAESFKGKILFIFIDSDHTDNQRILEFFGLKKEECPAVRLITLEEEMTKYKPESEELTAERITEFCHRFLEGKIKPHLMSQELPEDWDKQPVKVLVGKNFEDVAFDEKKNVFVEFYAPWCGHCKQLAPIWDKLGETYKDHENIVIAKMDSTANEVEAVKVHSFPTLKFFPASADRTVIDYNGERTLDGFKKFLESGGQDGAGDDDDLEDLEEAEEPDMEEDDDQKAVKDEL
CaV13 ICDI inh: Disruptors of the CACNA1D IQ motif to Ca2+-dependent inactivation inhibitor domain association, primary screening, Förster resonance energy transfer in intact living … | AID 743397 | inhibition, % at 12.3 µM | 340,000 tested, 0.098% active | HEK cells, CFP/YFP FRET ICDI-IQ, plate reader, 10 min; percent FRET-ratio fall versus neutral wells;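 active means mean replicate inhibition of at least 30% and at least 1% of replicates passing that level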;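 further: 0% = median of the neutral control wells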
N-glyco inh: blocks N-linked glycosylation in D54 reporter cells; D54 ERlucT glycosylation luciferase reporter, 24 h; percent of 100 nM tunicamycin response; reporter increase, % at 12.5 µM; 360,000 tested, 0.23% active; AID 588692;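 active means mean luciferase reporter signal, scaled so untreated is 0 and the glycosylation-blocking control 100, at or above a set limit in every replicate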;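 further: luciferase carries N-glycosylation sites so blocking glycosylation raises the light; 0% = median of neutral control wells and 100% = median of 100 nM tunicamycin wells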
Vif imaging: blocks HIV Vif function; 340,000 tested, 0.35% active; HEK293T cells, Vif self-association by quenched fluorescence, imaging, 24 h; inhibition, % at 7.49 µM; in the data active means inhibition above about 50%, passing the limit was not always enough; further: some results filed as inactive read as strong as hits
Exocytosis inh: blocks lytic granule exocytosis; TALL-104 LAMP-1 surface exposure, flow cytometry; cells stimulated with thapsigargin and PMA; inhibition, % at 10 µM; 360,000 tested, 0.66% active;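 active means inhibition above about 55%, limit read from the data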
hiPSC survival: enhancers of human iPSC single-cell survival. hiPSC single-cell survival, ATPlite luminescence; 100% = ROCK inhibitor wells, 0% = DMSO. survival enhancement, % at 20 µM. 360,000 tested, 0.044% active; in the data active means survival enhancement above about 18%;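 further: cells exposed to compounds for 16 hours before the ATP read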
aDG glyco up: increases alpha dystroglycan glycosylation | AID 624168 | activation, % at 10 µM | Pro5-aDG cells, alpha-DG glycosylation AlphaScreen (IIH6); 0% Pro5, 100% B10-LARGE cell signal | 360,000 tested, 0.22% active;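 active means activation of at least 8% versus controls, or a plate z-score of at least 8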;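 further: Pro5 are CHO cells carrying HIG-tagged alpha-DG that lacks glycosylation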
m5-HT2A agonist: activates the mouse 5-HT2A serotonin receptor. activation, % at 7.6 µM. P35363. CHO-K1 mHTR2A beta-arrestin complementation, luminescence; percent of 30 µM serotonin response. 360,000 tested, 0.66% active;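 active means activation above a run cutoff, the mean activation of all tested compounds plus 3 SD, cut at about 14% in these data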;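 further: 0% = plate median of compound wells and 100% = 30 µM serotonin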
Target sequence (P35363 whole entry, looked up): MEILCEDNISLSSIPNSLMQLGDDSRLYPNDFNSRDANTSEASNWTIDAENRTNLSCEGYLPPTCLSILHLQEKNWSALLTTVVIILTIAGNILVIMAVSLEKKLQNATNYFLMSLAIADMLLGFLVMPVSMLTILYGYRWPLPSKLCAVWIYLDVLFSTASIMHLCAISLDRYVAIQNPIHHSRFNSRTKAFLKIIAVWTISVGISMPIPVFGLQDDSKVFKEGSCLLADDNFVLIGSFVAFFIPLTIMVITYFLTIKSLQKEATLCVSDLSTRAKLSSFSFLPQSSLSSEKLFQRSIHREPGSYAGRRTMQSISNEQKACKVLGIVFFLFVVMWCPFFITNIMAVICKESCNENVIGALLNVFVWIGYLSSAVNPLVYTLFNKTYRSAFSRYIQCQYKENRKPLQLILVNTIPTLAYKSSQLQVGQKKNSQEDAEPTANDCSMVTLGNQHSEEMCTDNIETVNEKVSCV
ABCB6 inh 2: inhibitors of human ABC transporter ABCB6; Q9NP58; K562-ABCB6 porphyrin accumulation, flow cytometry, 1 h; active compounds read low; fluorescence ratio to DMSO, % at 10 µM; 360,000 tested, 0.19% active;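 active means fluorescence ratio to DMSO below 75%, the collection mean minus 3 SD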;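 further: signal is porphyrin accumulated inside mitochondria; 100% equals median channel fluorescence of DMSO control wells; lower ratio means ABCB6 inhibition with less porphyrin fluorescence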
Cardio protect: modulators protecting cardiomyocytes from myocardial damage; protection from H2O2 cell death, % at 20 µM; H9c2 cardiomyocytes, H2O2 injury protection, ATPLite, 2 h; 360,000 tested, 0.63% active;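 active means compounds giving at least 50% protection of heart cells from peroxide-induced death in the single-dose screen, raw or plate-pattern-corrected value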;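 further: 0% = DMSO wells with peroxide and 100% = DMSO wells without peroxide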
* hit, by the source's call; x = no result given.

1	O=C(N=C1N=C2C=CC(Br)=CN2Cc2ccccc21)c1ccc([N+](=O)[O-])cc1[N+](=O)[O-]
2	CCc1ccc(CNCc2cccnc2)cc1
3	Oc1cccc(/C=N/N(Cc2ccccc2)c2ccccc2)c1
4	O=C(Nc1cccnc1)C1CCN(S(=O)(=O)c2cccc3nonc23)CC1
5	COc1cc(C(=O)NCCCNc2nc3cc(C)c(C)cc3cc2C#N)cc(OC)c1OC
6	O=C(CSc1nnc(-c2ccccc2)o1)N1CCOCC1
7	Cc1cccc(OCC(=O)Nc2nonc2NC(=O)COc2cccc(C)c2)c1
8	Cc1ccccc1CC1(CO)CCCN(Cc2ccccc2Cl)C1 (stereo unspecified)
Assay by compound,1,2,3,4,5,6,7,8
PDI turbidity,-2,-1,8,4,0,-2,-12,-2
CaV13 ICDI inh,-7,1,1,-10,30,-5,-3,-20
N-glyco inh,-3,-1,-2,1,3,0,3,-1
Vif imaging,23,3,-10,-7,2,-4,-10,9
Exocytosis inh,0,2,14,-3,-2,-3,-2,-6
hiPSC survival,-0.4,0.9,-0.6,2.0,2.5,-1.3,-1.6,0.0
aDG glyco up,0.4,-0.2,0.0,-0.1,-0.1,0.2,-0.1,0.1
m5-HT2A agonist,0,5,0,-2,6,1,-4,4
ABCB6 inh 2,104,94,100,99,103,98,105,96
Cardio protect,-13,-1,-13,2,21,1,-5,-5

9	CCOc1ccc(C(c2nnnn2C(C)(C)C)N2CCN(C(=O)c3ccco3)CC2)cc1 (stereo unspecified)
10	Cc1nc(NC(=O)COC(=O)C2=NNC(=O)CC2)c(Cl)cc1Cl
11	CC(=O)Nc1c(Cl)c(Cl)c2c(c1Cl)Cc1cc(Cl)ccc1-2
12	OC(c1ccccc1)(c1ccccc1)c1ccn[nH]1
13	CN(CC(=O)Nc1ccc(F)c(F)c1F)C(=O)CN1C(=O)C2CCCCC2C1=O (stereo unspecified)
14	O=C(N/N=C/c1cccs1)c1cnccn1
15	Cc1ccc(C(C)C)c(OCC(=O)NNCC(=O)Nc2cccc(F)c2)c1
16	CCOC(=O)Cn1nnnc1C(CC)N(Cc1cccs1)Cc1cc2ccc(OC)cc2[nH]c1=O (stereo unspecified)
Assay by compound,9,10,11,12,13,14,15,16
PDI turbidity,9,18,-4,-1,-3,15,1,-6
CaV13 ICDI inh,-3,-2,-6,-12,-3,-14,-2,x
N-glyco inh,0,2,-3,-1,1,1,3,3
Vif imaging,13,12,7,-9,x,2,-2,7
Exocytosis inh,5,-3,-20,-4,19,0,18,-7
hiPSC survival,0.8,0.9,0.1,3.6,-0.5,-4.0,0.3,2.7
aDG glyco up,0.2,0.0,0.3,0.2,0.0,-0.2,-0.2,0.3
m5-HT2A agonist,5,4,-3,1,15*,2,8,6
ABCB6 inh 2,96,100,100,98,99,101,103,117
Cardio protect,0,13,-3,4,2,13,-7,8

17	C#CCOCCOCCOCCNc1nc(N2CCN(C(=O)[C@H](C(C)C)n3cc(CCO)nn3)CC2)nc(N2CCN(C(=O)[C@H]([C@@H](C)CC)n3cc(CCCCN)nn3)CC2)n1
18	CCN(CC)S(=O)(=O)c1cccc(-c2nnc(SCC(=O)c3cc(C)n(C4CC4)c3C)o2)c1
19	COc1cccc(CN(C(=O)CN2C(=O)c3ccccc3S2(=O)=O)C(C(=O)NCC2CCCO2)c2ccco2)c1 (stereo unspecified)
20	Cc1ccc(Cc2nnc(SCC(=O)Nc3ccccc3C)[nH]c2=O)cc1
21	CCOC(=O)COc1cc(OCC(=O)OCC)c2c3c(c(=O)oc2c1)CCCC3
22	CC(C)Cn1c(N)c(C(=O)COC(=O)c2ccc([N+](=O)[O-])o2)c(=O)n(C)c1=O
23	Cc1cc(C(=O)Nc2cccc(C(=O)O)c2)oc1C
24	C[C@H](NC(=O)c1[nH]cnc1C(=O)N[C@@H](C)CO)c1ccccc1
Assay by compound,17,18,19,20,21,22,23,24
PDI turbidity,3,1,-15,2,3,1,11,1
CaV13 ICDI inh,-12,-6,-7,-7,-18,-7,-2,-4
N-glyco inh,5,-3,3,-2,5,6,-8,3
Vif imaging,12,7,-1,x,9,-3,-3,-16
Exocytosis inh,4,-4,-4,-3,37,-6,-1,-1
hiPSC survival,-1.2,-0.6,1.9,0.2,-0.5,-1.1,-2.1,3.0
aDG glyco up,-0.1,0.1,0.0,-0.3,0.1,0.9,-0.1,-0.2
m5-HT2A agonist,1,1,7,5,2,1,0,0
ABCB6 inh 2,93,94,96,99,95,101,90,105
Cardio protect,4,-11,10,2,64*,-17,0,-4

Record cards (already shown). Order of values: PDI turbidity | CaV13 ICDI inh | N-glyco inh | Vif imaging | Exocytosis inh | hiPSC survival | aDG glyco up | m5-HT2A agonist | ABCB6 inh 2 | Cardio protect
Listed for Cc1ccc(Cc2nnc(SCC(=O)Nc3ccccc3C)[nH]c2=O)cc1 : 2 | -7 | -2 | x | -3 | 0.2 | -0.3 | 5 | 99 | 2
Listed for COc1cccc(CN(C(=O)CN2C(=O)c3ccccc3S2(=O)=O)C(C(=O)NCC2CCCO2)c2ccco2)c1 (stereo unspecified) : -15 | -7 | 3 | -1 | -4 | 1.9 | 0.0 | 7 | 96 | 10
Listed for CCOC(=O)COc1cc(OCC(=O)OCC)c2c3c(c(=O)oc2c1)CCCC3 : 3 | -18 | 5 | 9 | 37 | -0.5 | 0.1 | 2 | 95 | 64*

(next part)
25	COc1ccc(/C=N/NC2=NCCCCC2)cc1
26	COCCC(=O)N1CCC(Oc2ccc(C(=O)N3CCCCCC3)cc2)CC1
27	Cc1ccc(/C=N/N=C2\SCC(=O)N2CC2CC2)cc1
28	Nn1c(SCC(=O)NCc2ccc3c(c2)OCO3)nnc1C(F)(F)F
29	O=C(O)c1ccccc1C(=O)c1ccc(Sc2ccc(Cl)cc2)c([N+](=O)[O-])c1
30	CCC/C(=N\NC(=O)C1CC1)c1ccc(Br)cc1
31	O=C(NCc1ccccc1Cl)c1ccc2nnsc2c1
32	Cc1ccccc1NC(=O)NCc1cccnc1
Assay by compound,25,26,27,28,29,30,31,32
PDI turbidity,1,-7,-7,2,11,-1,6,-18
CaV13 ICDI inh,-10,-7,-18,-16,-2,-1,-19,-5
N-glyco inh,-3,-2,1,-1,-3,1,-1,1
Vif imaging,16,-1,6,10,-5,18,-8,4
Exocytosis inh,6,-2,-7,11,20,-9,-10,-2
hiPSC survival,2.7,0.1,-0.3,-0.1,-0.2,-0.5,-0.4,-0.7
aDG glyco up,0.0,0.2,-0.1,0.0,0.0,-0.1,0.0,0.0
m5-HT2A agonist,5,4,0,3,1,2,-1,1
ABCB6 inh 2,98,98,96,97,95,101,95,92
Cardio protect,3,0,-3,0,2,-2,3,-2

33	COc1ccccc1NC(=O)COC(=O)/C=C/c1ccc2c(c1)OCO2
34	CCN(CC)S(=O)(=O)c1cccc(C(=O)Nc2ccc(Cl)cn2)c1
35	Cc1ccccc1N1CCN(CC(=O)Nc2nc(C)c(C(=O)N(C)C)s2)CC1
36	Nc1c(S(=O)(=O)c2cccs2)c2nc3ccccc3nc2n1Cc1ccc2c(c1)OCO2
37	COc1cc(CCC(=O)NNC(=O)c2cccc(Cl)c2)cc(OC)c1OC
38	NC(=O)c1ccc(F)cc1
39	CCOc1ccc(-n2c(SCC(=O)Nc3ccc4c(c3)OCO4)nc3c(c2=O)SCC3)cc1
40	COc1ccc(CCNC(=O)CSc2ncc(C(=O)Nc3ccccc3)c(=O)n2C)cc1
Assay by compound,33,34,35,36,37,38,39,40
PDI turbidity,0,-4,1,-5,15,-1,x,-4
CaV13 ICDI inh,-7,-3,-3,-10,-3,-8,-7,-3
N-glyco inh,1,-4,0,-1,0,2,2,0
Vif imaging,2,-23,9,-13,-5,-5,0,2
Exocytosis inh,-1,1,-1,27,1,6,-9,-1
hiPSC survival,-0.7,2.8,-0.7,-0.2,0.7,-0.3,2.5,-0.4
aDG glyco up,-0.5,0.6,0.2,0.2,0.0,-0.2,0.0,-0.1
m5-HT2A agonist,1,-2,-1,-7,-1,-3,-3,2
ABCB6 inh 2,98,85,104,97,102,93,101,100
Cardio protect,11,-1,2,-7,-2,12,-3,-11

41	O=C(CN(C(=O)c1ccc2c(c1)OCCO2)c1ccccc1)NCC1CCCO1 (stereo unspecified)
42	CNC(=S)N(Cc1ccc2c(c1)OCO2)C1CC(=O)N(c2ccccc2)C1=O (stereo unspecified)
43	CCN(c1ccc(NC(=O)COC(=O)c2ccc(C)c(S(=O)(=O)N3CCOCC3)c2)cc1)C(C)C
44	Cc1nnc(NC(=O)c2ccc(-c3ccc(Cl)cc3)o2)s1
45	CCn1cc(S(=O)(=O)Nc2nc3ccc(OC)cc3s2)cn1
46	Cc1ccc(NC(=O)c2cccc(S(=O)(=O)N3CCCc4ccccc43)c2)nc1
47	CCCCc1c(C)nc2ccccc2c1SCCC(=O)O
48	C=CCn1cc(-c2cccc(Cl)c2)cc(C#N)c1=O
Assay by compound,41,42,43,44,45,46,47,48
PDI turbidity,0,-5,-1,-3,11,17,5,-4
CaV13 ICDI inh,2,12,-4,-6,-6,-5,-4,-6
N-glyco inh,1,-2,2,2,0,-10,1,1
Vif imaging,-2,1,5,-3,3,-35,12,2
Exocytosis inh,-1,-2,3,6,4,8,0,-4
hiPSC survival,2.1,0.0,-4.0,-0.3,0.2,-2.0,0.6,2.7
aDG glyco up,0.0,-0.3,0.1,-0.2,-0.3,0.1,0.2,0.6
m5-HT2A agonist,1,1,-2,10,5,13,12,-5
ABCB6 inh 2,93,88,99,100,101,88,100,98
Cardio protect,-2,3,-1,4,9,-14,4,12

49	C(=N\n1cnnc1)/c1cccc(Oc2ccccc2)c1
50	COc1ccc(CCC2(C)OCC(CCCCO)O2)cc1 (stereo unspecified)
51	CC(C)c1ccc(NC(=O)C2CC(=O)N(C3CCCC3)C2)cc1 (stereo unspecified)
52	COc1cc(/C=C/C(=O)OCC(=O)N(C)Cc2ccccc2)ccc1O
53	COc1ccc(-c2sc(NC(=O)c3ccc(C)cc3)nc2-c2ccc([N+](=O)[O-])cc2)cc1
54	Cc1ccc(NC(=O)C2(S(=O)(=O)c3ccc(C)cc3)CC2)cc1
55	O=C(Cn1cnc2ccccc2c1=O)Nc1ccc(S(=O)(=O)N2CCCC2)cc1
56	Cc1cc(Nc2ccccc2)cc(=O)n1C
57	O=C(Nc1nnc([C@@H]2C[C@H](O)[C@@H](CO)O2)s1)NC(c1ccccc1)c1ccccc1
Assay by compound,49,50,51,52,53,54,55,56,57
PDI turbidity,-3,5,-16,2,-7,-1,1,-1,1
CaV13 ICDI inh,x,-6,-7,-18,x,-8,-4,-4,-7
N-glyco inh,2,0,2,-5,1,-1,0,2,1
Vif imaging,-2,7,-14,51*,0,-15,-1,0,x
Exocytosis inh,1,-15,-1,6,2,0,-4,-9,2
hiPSC survival,0.3,-2.3,-0.2,3.9,0.3,-4.0,3.6,1.9,0.7
aDG glyco up,0.1,-0.1,0.0,0.1,-0.5,-0.1,0.3,0.1,-0.2
m5-HT2A agonist,-2,7,-10,7,2,0,2,1,-3
ABCB6 inh 2,98,90,101,97,98,102,104,99,101
Cardio protect,-4,-2,1,-3,21,-3,-4,4,-6
